# FLuc inh: inhibitors of firefly luciferase. P08659. purified firefly luciferase, luminescence, 8 min. Potency, µM (series often up to 57.1 µM), without a hit: top-dose activity change, negative = inhibition, hits mostly inhibitors. hit rate 2.2% among 72,000; further: potency means the concentration at half of the fitted maximal effect; on the % scale 0 is the no-effect control and ±100 the full control effect; nearly all actives have a fitted effect of over 40% in size
#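 qHTS concentration-response profiling: light output of P. pyralis luciferase with luciferin and 10 uM ATP, imidazole buffer pH 7.2. Read by luminescence after 8-min room-temperature incubation.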
# ERK AVP inh: blocks ERK signaling stimulated by vasopressin. HEK293-V1b, vasopressin-stimulated pERK AlphaScreen. Potency, µM (doses to about 57.5 µM), inactives show at the highest dose activity, negative = inhibition, hits mostly inhibitors. hit rate 0.99% among 72,000; further: potency means the concentration at half of the fitted maximal effect; on the % scale 0 is the no-effect control and ±100 the full control effect; nearly all actives have a fitted effect of over 55% in size
#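 qHTS, compounds titrated on V1b-expressing HEK293 cells. Preincubation 30 min at 37C, vasopressin 25 nM for 5 min, lysis 10 min, bead incubation 5 hr at room temperature.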
# USP2a inh: blocks human ubiquitin-specific protease USP2a; hit rate 0.1% among 60,000; O75604; Potency, µM (series often up to 38.3 µM), for inactives: at the top dose activity change, negative = inhibition, hits mostly inhibitors; USP2a enzymatic assay, qHTS inhibition;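 further: potency means the concentration at half of the fitted maximal effect; nearly all actives have a fitted effect of over 60% in size; plate controls were DMSO for no effect and NEM full inhibition control for full effect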
#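 USP2 core (20 nM final) was preincubated with compound for 30 min at RT in 20 mM Tris-HCl pH 8.0, 2 mM CaCl2, 2 mM beta-mercaptoethanol; Ub-PLA2 (20 nM) plus NBD C6-HPC (20 uM) then added, fluorescence read after 2.5 h.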
# Tau filament bind: binds recombinant human tau filaments; hit rate 2% among 71,000; P10636; recombinant tau filaments, thioflavin S fluorescence, 15 h; filaments grown with octadecylsulfate alongside compound; Potency, µM (top dose mostly 57.1 µM), without a hit: at the highest dose activity change, negative = inhibition;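 further: potency means the concentration at half of the fitted maximal effect; on the % scale 0 is the no-effect control and ±100 the full control effect; actives lower thioflavin S fluorescence by blocking filaments or displacing dye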
#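 Recombinant tau protein (human, 1 uM final) plus 30 uM ODS in HEPES pH 7.4 with NaCl, DTT and thioflavine S. Compound present from the start; fluorescence at 510 nm after 15 h, 37 C.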
# CRE Fsk mod: CRE-bla signaling modulation under forskolin stimulation. Potency, µM (titrated, usually from 38.2 µM), without a hit: at the top dose activity change, negative = inhibition, hits mostly activators. AID 662. CHO CRE-bla reporter (cAMP response element driving beta-lactamase), forskolin EC10, beta-lactamase ratio. hit rate 2.5% among 71,000; active means well fitted activation curve with a large enough effect in the signal ratio, with a control signal flat, not every such curve was filed as active; inconclusive means small, poorly fitted or top-dose-only effect, or effect the other way, or a change in a side signal; the % refers to the signal ratio; further: potency means the concentration at half of the fitted maximal effect; % of control where 0% means no effect
#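 Beta-lactamase reporter under a cAMP responsive element in CHO cells; compounds tested in titration series against EC10 NKH 477, 3 h at 37 °C. Read-out: CCF4 FRET ratio 460nm/530nm (excitation 405nm) giving %Activity, fitted to AC50.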
# BRCT PPI red: BRCT-phosphoprotein interaction inhibition (red fluorophore) | P38398 | BRCT-phosphopeptide binding, red fluorescence polarization | Potency, µM (top dose mostly 76.9 µM), for the others: at the top dose activity change, negative = inhibition, most hits filed as inhibitors | hit rate 0.03% among 75,000; further: on the % scale 0 is the no-effect control and ±100 the full control effect
#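 Rhodamine-labelled pBACH1 10-mer (100 nM) bound to BRCT domain (100 nM) at pH 7.3; compounds incubated 12 min room temperature, polarization read. Free peptide defines full inhibition; unlabelled decapeptide titrated as control.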
# Caspase-1 inhib: blocks human caspase-1 allosterically or competitively; P29466; Caspase-1 enzyme, Ac-WEHD-AFC fluorogenic rate; Potency, µM (titrated, usually from 57.5 µM), without a hit: at the top dose activity change, negative = inhibition, actives largely listed as inhibitors; hit rate 0.03% among 75,000; AID 900;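 further: potency means the concentration at half of the fitted maximal effect; plate controls were vehicle for no effect and no substrate for full effect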
# A350 fluor: compounds fluorescent in Alexa 350 spectral region | hit rate 11% among 59,000 | Compound autofluorescence, 340/450 nm, Alexa 350 dye-equivalents; hits give high values | AID 590 | max dye-equivalent concentration, M; in the data active means max dye-equivalent concentration above about 10 nM; inconclusive means mostly about 1.1 nM to 9.6 nM
# Casp7 inh: caspase-7 (human) inhibition, allosteric or competitive; AID 889; P55210; recombinant caspase-7, Ac-DEVD-AFC fluorescence rate; hit rate 0.02% among 75,000; Potency, µM (top dose mostly 57.5 µM), for inactives: top-dose activity change, negative = inhibition, hits mostly inhibitors; active means well fitted inhibition curve with a large enough effect in the main read-out, with a control signal flat, not every such curve was filed as active; inconclusive means small, poorly fitted or top-dose-only effect, or a change in a side signal; further: potency means the concentration at half of the fitted maximal effect; % of control where 0% means no effect
# BRCT PPI green: inhibitors of human BRCA1 BRCT-phosphoprotein interaction (green fluorophore); BRCA1 BRCT-phosphopeptide binding, green fluorescence polarization; hit rate 0.05% among 75,000; Potency, µM (series often up to 76.9 µM), for the others: top-dose activity change, negative = inhibition, actives largely listed as inhibitors; P38398;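 further: potency means the concentration at half of the fitted maximal effect; plate controls were peptide without protein for full effect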
#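 Fluorescence polarization: His-tagged BRCT (~35 kDa BRCA1 C-terminus, 250 nM) bound to 100 nM fluorescein-labeled phosphorylated 10-aa BACH1 peptide, pH 7.3 phosphate buffer with DTT and Tween 20. Compounds incubated 12 min at room temperature; inhibition read as lowered polarization.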
# HEK293 cAMP cs: parental HEK293 cAMP activation (counter-screen); parental HEK293 CNG cAMP sensor, membrane potential fluorescence; Potency, µM (highest dose often 57.1 µM), for the others: at the highest dose activation, actives largely listed as activators; hit rate 2.5% among 73,000; further: potency means the concentration at half of the fitted maximal effect; % of control where 0% means no effect; nearly all actives have a fitted effect of over 55% in size
#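 Parental HEK 293 cells stably expressing a modified CNG channel (no TSHR) report cAMP rise as membrane depolarization. Membrane potential dye with 100 uM RO 20-1724 was loaded for 60 min at room temperature, then compound added for 30 min; fluorescence read at 590 nm.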
# Starred values were filed as active, the others as inactive; i = inactive; u = inconclusive; x = no result given; [ ] = remark or other dose. Unless noted, the call rests on the fitted dose curve; in most records, active means well fitted curve in the direction sought with a large enough effect; inconclusive means small, poorly fitted or top-dose-only effect, or another doubt; inactive means no such curve, though single readings can be large; an effect the other way counts as inactive or inconclusive.
SMILES,FLuc inh,ERK AVP inh,USP2a inh,Tau filament bind,CRE Fsk mod,BRCT PPI red,Caspase-1 inhib,A350 fluor,Casp7 inh,BRCT PPI green,HEK293 cAMP cs
CC(=O)N1CC2(C)CN(C(C)=O)CC(C)(C1)C2=O,-0.5%,12.1%,-7.2%,-0.6%,0.4%,1.6%,0.3%,x,0.3%,-1.9%,-2.6%
CC(C)c1nc(=S)c2ccccc2[nH]1,-1.0%,-25.1%,4.7%,-5.9%,u,-0.4%,-0.9%,u,-1.0%,0.8%,2.0%
CCOc1ccc(C2CC(c3ccc(OC)c(OC)c3)n3nc(N)nc3N2)cc1 (stereo unspecified),0.5%,-5.1%,x,-2.7%,-4.9%,-1.2%,-3.1%,x,-2.6%,0.3%,u
O=C(CCCN1C(=O)CSc2ncccc21)N1CCN(Cc2ccccc2)CC1,-4.4%,u,x,8.8%,-1.9%,0.5%,1.2%,x,-2.0%,-0.5%,4.1%
Cc1cc(OC(=O)c2c(C)cc(O)cc2O)cc(O)c1C(=O)O,x,53.0%[activator],16.3%,x,x,-1.0%,2.7%,x,-0.2%,1.2%[3.08 µM],x
O=C(CC1NC2CCCCC2NC1=O)Nc1cccc(C(F)(F)F)c1 (stereo unspecified),1.5%,6.9%,-2.3%,-19.1%,0.9%,0.0%,1.5%,i,0.0%,-0.4%,0.2%
Cc1c(NC(=O)c2cc(-c3ccccc3)on2)c(=O)n(-c2ccccc2)n1C,1.6%,-12.5%,14.2%,24.5%,u,1.1%,-5.9%,1.56e-08M*,-10.3%,-2.4%,6.7%
CCOC(=O)C1CCN(C(=O)c2oc3ccc(S(=O)(=O)N4CCCCCC4)cc3c2C)CC1,0.8%,u,9.3%,-8.6%,-4.0%,-0.5%,-1.2%,i,-2.8%,-0.1%,u
Cc1c(-c2ccc(F)cc2)nc(N)c(C#N)c1-c1ccco1,1.5%,-15.0%,9.0%,54.6%,1.58µM*,1.6%,-12.4%,3.13e-07M*,-13.5%,-0.8%,8.4%
Cc1ccc(S(=O)(=O)NC(C(=O)OCC(=O)NC2CCS(=O)(=O)C2)C(C)C)cc1 (stereo unspecified),0.8%,3.7%,-1.1%,-1.5%,1.5%,-0.4%,1.7%,i,-2.0%,-1.3%,-3.4%
O=C(CN(Cc1ccco1)C(=O)CNS(=O)(=O)c1ccccc1)NCc1ccc(F)cc1,0.5%,-29.6%,10.2%,-5.7%,-12.7%,-0.8%,-0.1%,i,0.2%,0.7%,u
Cn1c(=O)c2[nH]c(COCc3nc4c([nH]3)c(=O)n(C)c(=O)n4C)nc2n(C)c1=O,3.2%[11.4 µM],1.8%[11.5 µM],x,-0.2%[11.4 µM],10.6%[7.6 µM],-1.0%[15.4 µM],-4.7%[11.5 µM],i,-0.8%[11.5 µM],-1.1%[15.4 µM],-8.5%[11.4 µM]
Cc1ccc2c(nc3s/c(=C/c4cccs4)c(=O)n32)c1C,-21.7%,0.1%,13.1%,1.2%,u,0.1%,-8.7%,x,-18.5%,0.2%,16.7%
CCOC(=O)c1cn(CC)c2ccc(Br)cc2c1=O,3.0%,-6.4%,-0.1%,6.7%,u,0.4%,0.8%,i,0.0%,2.8%,6.4%
Cn1cccc1C(=O)Nc1nccs1,0.5%,3.3%,-1.5%,0.2%,-13.8%,0.9%,-1.8%,i,0.3%,-1.1%,15.6%
O=C(NCCOc1ccc(Cl)cc1)C1CC(=O)N(c2ccc(F)cc2)C1 (stereo unspecified),1.0%,12.9%,10.5%[7.66 µM],-7.7%[11.4 µM],u,-0.8%,-0.4%,x,-0.4%,-0.5%,9.9%[11.4 µM]
CC(=O)C1=C(C)Nc2cc(C(F)(F)F)ccc2S1,-0.8%,-17.5%,7.0%,31.6µM*,5.1%,-2.7%,-0.3%,x,0.5%,3.5%,-0.3%
c1ccc(CN2CCN(c3ncnc4nc[nH]c34)CC2)cc1,1.6%,x,x,-4.0%,u,-0.8%,-1.7%,x,2.2%,-1.5%,7.6%
Cc1cc(=O)oc2cc(OCC(=O)OCC(=O)NCc3ccc4c(c3)OCO4)ccc12,3.7%,-10.0%,16.4%,3.8%,0.8%,-0.3%,-0.1%,1.41e-07M*,-3.5%,-0.3%,-1.0%
Cc1ccc2c(c1)N(CCCC(=O)NCc1cccnc1)C(=O)CO2,-1.2%,-4.7%,x,-7.9%,-6.4%,0.3%,-4.3%,x,-0.1%,0.0%,-8.2%
O=S(=O)(c1ccccc1)N1CCN(c2cc(-c3ccccc3)nc3ncnn23)CC1,-1.0%,u,36.3%[activator],7.8%,6.4%,1.2%,-1.4%,i,-2.7%,0.8%,u
CCSC1=C(C#N)C2(CCCC2)C(C#N)=C(N)N1,-29.1%,u,x,6.3%,1.2%,0.3%,-1.4%,i,2.6%,-1.9%,-10.3%
CC1CCN(C(=O)CSc2nnc(CN3CCOCC3)n2-c2ccccc2)CC1,-0.6%,-17.9%,2.8%,1.7%,u,-1.2%,-1.0%,i,-1.9%,-1.5%,0.6%
O=C(c1ccncc1)N1CCC[C@@]2(CCN(c3ccncc3)C2)C1,1.2%[11.4 µM],-1.2%,7.8%,-1.2%,-1.4%,-0.3%,-1.6%,i,0.4%,-2.9%,u
COC(=O)c1ccccc1NC(=O)c1ccc2c(c1)C(=O)N(Cc1ccco1)C2=O,0.4%,-6.9%,6.5%,61.1%,-0.8%,0.0%,0.9%,5.97e-08M*,-0.2%,0.2%,-2.4%
O=C(NC1CCCCC1)N1CCC(c2nc(-c3ccc(S(=O)(=O)N4CCCC4)cc3)no2)CC1,-5.5%,-13.4%,15.3%,0.8%,6.1%,0.4%,0.0%,u,-0.6%,0.6%,u
Cc1ccc2cc(CCNC(=O)C(C)(C)C)c(=O)[nH]c2c1,2.6%,x,x,-19.2%,u,1.4%,1.0%,x,2.3%,0.2%,-7.8%
COC(=O)c1ccc(NC(=O)CSc2nnc(C)n2-c2ccccc2)cc1,-1.5%,-4.3%,17.5%,-2.7%,-1.8%,1.8%,-1.1%,i,1.1%,-1.8%,-0.4%
CCN1C(=O)CS/C1=C(\C#N)S(=O)(=O)c1ccccc1,3.2%,-26.9%,2.8%,-5.2%,2.4%,3.5%,-3.4%,i,-3.3%,8.1%,-12.7%
O=C(Nc1ccc2c(c1)OCO2)C1CCCN(S(=O)(=O)c2cccs2)C1 (stereo unspecified),2.8%,-28.2%,25.7%,-3.6%,-5.0%,0.5%,0.7%,i,0.4%,1.7%,10.3%
CCOC(=O)N1CCN(C(=O)c2cn(C)c3ccc(S(=O)(=O)N4CCCC4)cc3c2=O)CC1,0.5%,12.0%,-8.1%,11.4%,u,-0.2%,1.4%,i,-12.0%,-2.8%,16.0%
N#CCSc1nc2c(c(C3CC=CCC3)c1C#N)CCC2 (stereo unspecified),0.2%,14.8%,-11.1%,32.9%,u,-1.0%,-3.5%,i,-2.9%,2.1%,10µM*
CCOC(=O)CCCOC(=O)c1ccc(S(=O)(=O)N(C)C)cc1,0.4%,-11.6%,7.9%,-4.7%,1.2%,0.2%,0.5%,u,-0.7%,-2.6%,-2.8%
COc1ccc(NC(=O)C2(N(CC(C)C)C(=O)Cn3nnnc3N)CCCCC2)cc1,-0.7%,2.3%,12.1%,13.7%,-7.3%,-0.8%,0.3%,i,-0.2%,1.0%,0.2%
O=C(NS(=O)(=O)c1ccccc1Cl)c1ccc[nH]1,1.2%,-12.7%,0.4%,0.9%,-5.6%,1.5%,-4.4%,i,0.1%,-1.2%,-1.0%
COc1ccc(-n2c(SCC(=O)Nc3ccc(C(=O)O)cc3)nnc2-c2cccs2)cc1,0.6%,u,33.9%[activator],7.7%,-7.5%,1.7%,-3.0%,i,-2.3%,0.2%,5.5%
Nc1nc2c(c(=O)[nH]1)N=C(CNc1ccc(C(=O)NC(CCC(=O)O)C(=O)O)cc1)CN2 (stereo unspecified),x,18.9%,x,x,x,-2.3%,-11.4%,x,u,-4.0%,x
Cn1c(N2CCN(C(=O)NCc3ccccc3)CC2)nc2ccccc21,-1.2%,-15.0%,0.3%,4.1%,-0.8%,-1.9%,0.4%,i,1.0%,0.7%,18.7%
COc1ccc(C2C(C#N)=C(N)OC3=C2C(=O)CC(C)(C)C3)c(OC)c1OC (stereo unspecified),-1.3%,-11.5%,u,0.5%[11.4 µM],u,-0.4%,1.1%,x,1.2%,0.5%,8.0%[11.4 µM]
COc1ccc(C(c2nnnn2CCc2ccccc2)N2CCN(C3CCCC3)CC2)cc1 (stereo unspecified),3.5%,12.9%,11.8%,10.3%,-20.5%,-0.5%,2.7%,i,-0.2%,-1.7%,7.3%
Cc1cccc(N/C(N)=N/c2nc3c(c(=O)[nH]2)CCCC3)c1,-1.3%,-7.8%,12.2%,-11.6%,3.7%,1.0%,0.2%,i,1.7%,-1.2%,4.6%
Cc1nnc(SCc2cc(=O)[nH]c(N3CCCCC3)n2)s1,2.1%,-4.3%,-6.0%,7.4%,13.7%,-0.8%,-1.1%,i,-2.3%,-0.9%,11.0%
